Compound activity: PubChem, several laboratories
HIF-2a block – HIF-2a inhibition; 360,000 tested, 0.72% active; 786-0 RCC cells HIF-2a reporter, luciferase luminescence, overnight; inhibition, % at 18.8 µM;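 active = inhibition of the luminescence signal of 40% or more relative to plate controls, in a single-dose primary screen at 18.75 µM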
CF NFkB inh – blocks PAF-induced NF-kB reporter in cystic fibrosis cells; KKLEB NF-kB-GFP reporter, GFP fluorescence overnight; inhibition, % at 5 µM; 360,000 tested, 0.86% active;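 active = at least 50% inhibition at 5 µM, scaled per plate between neutral and stimulator controls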;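 note: PAF is a Pseudomonas aeruginosa culture filtrate used as stimulus; plate controls were PAF-stimulated DMSO wells for no effect and unstimulated DMSO wells for full effect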
iPSC survival up – enhancers of human iPSC single-cell survival. hiPSC single-cell survival, ATPlite luminescence; 100% = ROCK inhibitor wells, 0% = DMSO. survival enhancement, % at 20 µM. 360,000 tested, 0.044% active. AID 602274; in the data active = survival enhancement above about 18%;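 note: cells exposed to compounds for 16 hours before the ATP read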
Peg3 prom inh – inhibitors of Peg3 promoter; HeLa PEG-Prom luciferase reporter, luminescence, overnight; inhibition, % at 20 µM; 360,000 tested, 1.7% active; AID 588405;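 active = inhibition of at least 50% at 20 µM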
KKLEB cytotox – counter-screen for CF NF-kB inhibitors: cytotoxicity. KKLEB CF airway cells viability, ATPlite luminescence, overnight; hits give low values; cells stimulated with P. aeruginosa culture filtrate. activity change (cytotoxicity), % at 5 µM. 360,000 tested, 0.36% active. AID 602141;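 active = corrected activity change at or below -50% at 5 µM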
EBV LMP1 NFkB – inhibitors of Epstein-Barr LMP1-induced NF-kappaB reporter; LMP1-induced NF-kappaB luciferase reporter cells, luminescence; inhibition, % at 12.5 µM; 350,000 tested, 0.69% active; AID 504558; in the data active = inhibition above about 41%;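 note: 0% = neutral control wells and 100% = reference inhibitor control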
NR2E3 ag-1 – agonists of human nuclear receptor NR2E3 | Q9Y5X4 | GST-NR2E3/biotin-RetCOR TR-FRET, 1536-well | inhibition of corepressor binding, % at 4.78 µM | 320,000 tested, 0.12% active | AID 2300;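 active = percent inhibition above the cutoff of mean plus 3 SD of all tested compounds, set per screening campaign, cut at about 20% in these data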;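 note: 0% = DMSO wells and 100% = biotin wells as full block of FRET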
Target sequence (Q9Y5X4 whole entry, looked up): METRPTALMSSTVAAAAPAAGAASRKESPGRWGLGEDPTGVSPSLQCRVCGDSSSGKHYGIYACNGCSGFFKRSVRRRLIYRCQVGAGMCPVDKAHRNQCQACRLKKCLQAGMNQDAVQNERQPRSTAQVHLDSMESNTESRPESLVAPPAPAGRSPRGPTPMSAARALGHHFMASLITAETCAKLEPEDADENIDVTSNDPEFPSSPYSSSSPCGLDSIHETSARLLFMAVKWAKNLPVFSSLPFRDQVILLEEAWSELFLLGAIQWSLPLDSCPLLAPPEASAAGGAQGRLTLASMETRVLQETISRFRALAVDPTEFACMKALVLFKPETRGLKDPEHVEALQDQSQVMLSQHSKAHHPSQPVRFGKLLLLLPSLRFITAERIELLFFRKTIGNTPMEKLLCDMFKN
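Test system – NR2E3–RetCOR corepressor complex · Quantity – NR2E3 fusion 1.35 nM · Buffer or medium – Tris pH 7.5 · Incubation – Compound–protein incubation for 5 h at 4 °C · Technique – TR-FRET, Eu(K)-anti-GST donor, streptavidin-D2 acceptor, ex 340, em 617/671 nm · Evaluation – percent inhibition of 671/617 nm emission ratio versus biotin and DMSO controls · Plate – 1536-well format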
NR2E3 ag-2 – activates human NR2E3 receptor | inhibition of corepressor binding, % at 3.98 µM | Q9Y5X4 | CHO-S Gal4-NCOR/VP16-NR2E3 two-hybrid, luciferase | 360,000 tested, 0.35% active | AID 602229;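 active = inhibition above the mean of all tested compounds plus 3 SD, cut at about 70% in these data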;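 note: 0% = DMSO with NR2E3 transfected cells and 100% = cells lacking NR2E3 construct; higher means lower luciferase signal from less NR2E3 corepressor binding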
TRAIL sens C8 – sensitizes caspase-8 expressing cells to TRAIL; NB7+C8 cells + TRAIL, ATPlite viability luminescence; 360,000 tested, 1% active; inhibition (viability loss, TRAIL sensitization), % at 10 µM;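 active = compounds causing at least 50% loss of cell viability in the single-dose screen, relative to plate controls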
Shn3 3UTR inh – inhibitors of Schnurri-3 3'UTR reporter in osteoblasts; Clone20 osteoblast Shn3 3'UTR firefly luciferase, 24 h; 360,000 tested, 0.52% active; AID 588674; inhibition, % at 12.5 µM;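 active = mean inhibition of at least 75% with every replicate also reaching 75%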;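 note: 0% = median of neutral control wells and 100% = pilot-screen positive control compound; some compounds past the cut are filed as inactive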
MITF TRPM1 inh – inhibitors of MITF-driven TRPM1 promoter in melanoma cells; SK-MEL-5 TRPM1 promoter luciferase, 24 h; inhibition, % at 12.5 µM; 330,000 tested, 0.83% active;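 active = mean inhibition across replicates of 60% or more, whatever share of single replicates reaches that level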; note: values of inactives mirror those of a sister screen read the other way
Starred values were filed as active, the others as inactive; . = not tested or not shown. These rows are one share of the data; count on the stated rates, not on these rows.

Structure	HIF-2a block	CF NFkB inh	iPSC survival up	Peg3 prom inh	KKLEB cytotox	EBV LMP1 NFkB	NR2E3 ag-1	NR2E3 ag-2	TRAIL sens C8	Shn3 3UTR inh	MITF TRPM1 inh
CCOC(=O)c1c(O)c2ccccc2n(-c2ccccc2)c1=O	12	-17	1.1	12	6	5	1	2	-4	-9	7
O=C(CC1Sc2ncnn2C1=O)Nc1ccccc1 (stereo unspecified)	2	18	-0.2	16	-1	6	-5	-8	4	-8	5
O=C(Nc1ccc2ccccc2c1)c1onc2c1CCCC2	-118	-1	-1.1	-249	11	-31	6	-155	26	2	-32
Cc1c(Cl)cccc1NC(=S)NNc1ncc(C(F)(F)F)cc1Cl	-6	26	-1.3	54*	-25	14	0	-2	16	11	15
CC1CCc2c(sc(NC(=O)CCCn3cnc([N+](=O)[O-])n3)c2C(N)=O)C1 (stereo unspecified)	-14	3	-0.6	6	7	-5	0	-2	12	8	5
COc1ccc(-c2cc(C(=O)N3CCN(c4ccccc4)CC3)no2)cc1	-283	-11	-0.7	-324	2	-23	5	-39	-8	-41	-52
C/C(=N\N=C(/N)c1nonc1N)c1ccc2c(c1)OCO2	-253	8	-0.5	-187	-4	-11	7	-163	32	-166	-27
CC(=O)c1c(C)[nH]c(C(=O)OCC(=O)Nc2cc(Cl)ccc2[N+](=O)[O-])c1C	28	24	-1.9	15	4	21	3	-11	13	4	27
C/C=N\NC(=O)COc1cc(C)ccc1C	6	-14	-1.1	12	6	6	4	4	7	3	-2
Cc1cc(C)n(C(=O)CN(C)S(=O)(=O)c2ccc([N+](=O)[O-])cc2)n1	12	3	1.1	-8	-6	4	0	-4	-12	20	7
COc1ccc(C(=O)Nc2ccc3c(c2)nc(CCNC(C)=O)n3C)cc1	-121	-6	-1.6	-115	8	-9	2	-6	30	-6	-59
C=CCn1c(SCC(=O)N(CCOC)c2c(N)n(CC(C)C)c(=O)[nH]c2=O)nc2ccccc21	9	18	-0.2	-6	-2	-1	1	-30	-10	-5	2
CC(C)NC(=O)c1ccccc1NC(=O)/C=C/c1ccc([N+](=O)[O-])cc1	10	11	0.3	18	-22	-4	2	-9	1	13	10
CCCNS(=O)(=O)c1cc(Cl)ccc1OC	17	4	-0.8	7	3	-1	0	-18	-8	-3	-2
COc1ccc(CCN(C)C2CCCN(S(=O)(=O)N(C)C)C2)cc1OC (stereo unspecified)	17	-7	-0.2	14	2	0	3	-10	0	4	4
CCOC(=O)N1CCN(C(=O)CCCOc2ccccc2)CC1	-208	-2	0.6	-186	5	-18	3	-107	-8	-52	-64
COc1ccc(C(=O)c2c[nH]c(C(=O)NCCCN3CCOCC3)c2)cc1	17	-2	0.0	15	1	-6	3	-37	-2	8	11
OCc1nc2ccccc2n1CC(O)Cn1ccc2ccccc21 (stereo unspecified)	11	-1	-1.9	17	0	9	0	11	-1	40	17
CCN(CC)S(=O)(=O)c1ccc(Cl)c(C(=O)OC2CC(C)OC2=O)c1 (stereo unspecified)	-7	0	0.1	-13	0	-2	0	-6	-12	2	3
Nc1ccc(CSc2ccc(Cl)cc2)c(Cl)c1	-329	6	4.8	-335	-5	-48	.	-126	-5	-148	-124
CCC(=O)N1CCN=C1SCc1ccc(F)cc1	-6	-14	1.5	-12	9	9	0	4	-19	3	-4
O=C(NCCc1ccc(Cl)cc1)C1CCN(S(=O)(=O)c2ccc(Br)s2)CC1	13	-12	-0.4	21	1	5	0	-1	2	26	7
CCOC(=O)N1CCN(S(=O)(=O)c2ccc(C(=O)Nc3nc4ccc(F)cc4s3)cc2)CC1	-1	39	-1.2	55*	-38	-5	-1	-10	9	84	4
CN1CCN(C(=O)/C(=C/c2cn(S(=O)(=O)N(C)C)c3ccccc23)NC(=O)c2ccccc2Cl)CC1	-13	13	-0.1	-10	-12	3	-1	-1	10	12	-7
O=C(c1ccccc1F)N(Cc1ccccc1)Cc1ccccc1	11	5	-0.2	22	6	5	.	-20	-7	-6	-7
COc1cc(NC(=O)CCC(=O)c2cccs2)cc(OC)c1	-38	-5	1.7	-20	6	1	2	-32	2	6	-12
CC(=O)Nc1ccc(NC(=O)CN(c2cccc(C)c2)S(C)(=O)=O)cc1	2	0	-4.3	-4	-8	9	8	-2	-14	12	2
Cc1ccnc(NC(=O)C2CCN(S(=O)(=O)c3ccc(Cl)c(C(F)(F)F)c3)CC2)c1	-107	7	-0.2	-38	7	-10	-1	-15	6	-6	-28
CCOC(=O)c1cc(-c2ccc([N+](=O)[O-])cc2)nc2c1c(=O)[nH]c(=O)n2Cc1ccccc1	7	-5	-0.6	9	-3	-94	2	-3	7	2	2
Cc1nn(C)cc1S(=O)(=O)N1CCN(Cc2cccc(Cl)c2)CC1	13	-26	-1.4	8	4	-7	5	-10	-5	-16	-1
CC(NC(=S)Nc1ccccc1Cl)C(c1cccs1)N1CCCC1 (stereo unspecified)	13	11	-0.6	4	-2	1	2	0	1	-9	9
COc1ccc(NC(=O)c2ccccc2Cl)cc1NC(=O)CN1CCOCC1	-11	15	-0.4	1	9	1	4	13	-6	10	-16
COC(=O)CNC(=O)Cn1nc(C)c([N+](=O)[O-])c1C	15	15	0.5	7	-3	7	1	-3	-12	-6	9
N#Cc1ccccc1Cn1c(=O)n(Cc2ccc(C(=O)NCc3ccco3)cc2)c(=O)c2sccc21	6	16	-2.6	13	-10	-4	2	13	1	-18	4
CCCCNC(=O)C1(C)CCCCN1C(=O)c1cc(-c2ccccc2)cs1 (stereo unspecified)	1	-9	3.1	14	-2	.	.	23	16	1	.
COc1ccc(CC(=O)Nc2ccc(C(=O)NC(C)(C)C)cc2)cc1	3	0	2.0	6	7	4	-1	5	15	9	0
COc1ccc(S(=O)(=O)N(CC(=O)NCc2ccccn2)Cc2ccccc2)cc1	-1	-6	0.2	-3	-3	-4	4	-5	-3	3	-2
CC1(C)NC(=O)N(CN2C(=O)NC(C)(C)C2=O)C1=O	16	13	0.2	-4	2	-2	2	20	-1	1	-12
c1ccc(NC2=NCCN2CC2CCCCC2)cc1	5	2	0.9	-10	-10	4	4	-12	-20	-5	-9
CCCN(C(=O)CSc1n[nH]c(-c2ccc(OC)cc2)n1)c1c(N)n(Cc2ccccc2)c(=O)[nH]c1=O	6	-5	-0.1	-41	-4	-1	1	-10	22	-7	-1
N#Cc1c(-c2ccccc2)cc(-c2ccccc2)nc1SCC(=O)O	12	-4	-0.3	29	-6	.	1	18	-1	-3	21
O=C(c1ccc(Cn2cc(Cl)cn2)o1)N1CCN(Cc2ccc3c(c2)OCO3)CC1	14	4	1.6	8	2	11	2	7	1	-6	-3
COc1ccccc1CCC(=O)NC1CCCN(c2ccc(C(F)(F)F)cn2)C1 (stereo unspecified)	5	-5	0.6	19	1	-4	0	-13	11	-11	0
COc1ccc(C=O)cc1COc1c(F)c(F)cc(F)c1F	16	-1	-5.0	38	-6	-4	1	12	-14	9	-13
Cc1ccnc(NC(=O)CCC(=O)c2cc(C)sc2C)c1	-55	29	1.6	-10	-6	-9	1	10	-1	5	3
CCCC(=O)Nc1nc2ccc(C(=O)OCC)cc2s1	-116	22	0.1	-225	-5	-20	5	-43	-2	-34	-81
Cc1nc(-c2ccccc2)cc(-c2ccccc2)n1	-75	-22	0.3	-19	7	-4	-1	-6	-2	-4	-4
CCc1nc2ccc(C(=O)NCCCN3CCCC3=O)cn2c1N(CC)Cc1cccc(Br)c1	1	7	-2.1	0	-3	.	.	5	9	4	.
Cc1cccc(-n2nc3c(c2NC(=O)c2ccc(S(=O)(=O)N4CCOCC4)cc2)CSC3)c1C	9	-17	-0.4	8	-21	2	.	-14	-17	1	-1
O=C(N/N=C/c1ccccc1Cl)c1n[nH]c2c1CCCC2	-17	15	-2.3	78*	-21	19	2	-140	41	54	67*
Cc1ccc(C)c(S(=O)(=O)Nc2cc3c4c(c2)CCC(=O)N4CCC3)c1	-3	5	-0.4	-27	-10	-9	0	57	12	40	-9
Cc1ccc(S(=O)(=O)n2nc(OC(=O)c3cccs3)cc2N)cc1	10	6	1.8	9	-4	7	-2	-16	-13	-12	7
Cc1ccc(C2(c3noc(CN4CCC(c5ccncc5)CC4)n3)CCCC2)cc1	20	17	-0.4	5	-12	11	1	23	24	67	24
CC(C)Cc1ccc(CN2CCCC(NC(=O)Cn3cnnn3)C2)cc1 (stereo unspecified)	-1	30	-0.2	-6	-11	-2	2	0	5	-4	-5
O=C(NC1CCS(=O)(=O)C1)c1ccc(Br)s1 (stereo unspecified)	12	25	-1.3	1	3	-3	.	-37	-16	4	6
O=c1c(-c2ccc(O)cc2)coc2cc(OC3OC(CO)C(O)C(O)C3O)cc(O)c12 (stereo unspecified)	-114	9	-1.6	-392	1	-7	2	-12	19	-87	-25
